Screening data as filed in PubChem.
D2 ag: D2 dopamine receptor (human) agonism | P14416 | HEK293 T-REx D2 cells, calcium flux agonist mode | activation, % at 2 µM | hit rate 0.53% among 340,000;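 active means activation over 3 SD above normal in the single-dose calcium agonist read, cut at about 30% in these data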; further: 0% is about no effect
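Calcium-flux readout, 1 cycle/sec over 180 s following compound pin transfer, in inducible HEK293 Trex D2 cells (force-coupled); dopamine controls included. Positive calcium responses during this window marked compounds as potential agonists.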
RXFP1 antagonist: blocks the human relaxin receptor RXFP1. Q9HBX9. activity change, negative = inhibition, % at 57.5 µM. hit rate 0.59% among 350,000. AID 1259400. HEK293-RXFP1, relaxin-stimulated cAMP HTRF, 30 min; stronger effect = lower value;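 active means activity change of -60% or lower, but not beyond a set lower limit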; further: on the % scale 0 is the no-effect control and ±100 the full control effect
Target sequence (Q9HBX9 whole entry, looked up): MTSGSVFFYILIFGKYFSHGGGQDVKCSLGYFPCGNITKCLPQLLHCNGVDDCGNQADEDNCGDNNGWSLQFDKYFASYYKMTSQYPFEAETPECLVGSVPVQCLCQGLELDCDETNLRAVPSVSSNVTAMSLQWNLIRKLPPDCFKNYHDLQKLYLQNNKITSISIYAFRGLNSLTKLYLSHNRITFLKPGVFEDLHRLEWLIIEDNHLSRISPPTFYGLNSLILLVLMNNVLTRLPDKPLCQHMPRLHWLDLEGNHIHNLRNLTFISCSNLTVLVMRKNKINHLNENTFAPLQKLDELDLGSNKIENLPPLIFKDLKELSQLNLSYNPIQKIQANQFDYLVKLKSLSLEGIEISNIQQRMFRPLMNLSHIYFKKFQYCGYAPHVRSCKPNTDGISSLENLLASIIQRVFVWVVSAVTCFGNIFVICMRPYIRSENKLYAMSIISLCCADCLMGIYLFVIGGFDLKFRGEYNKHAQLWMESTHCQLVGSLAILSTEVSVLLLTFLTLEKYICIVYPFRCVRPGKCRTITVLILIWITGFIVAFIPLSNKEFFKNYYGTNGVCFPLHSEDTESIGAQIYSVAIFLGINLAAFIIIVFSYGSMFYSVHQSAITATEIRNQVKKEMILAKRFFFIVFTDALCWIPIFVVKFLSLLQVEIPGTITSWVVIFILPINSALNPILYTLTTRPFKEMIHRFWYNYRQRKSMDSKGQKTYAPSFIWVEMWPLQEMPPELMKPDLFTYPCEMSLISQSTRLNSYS
D2 antagonist: antagonizes the human D2 dopamine receptor; P14416; HEK293 TREx D2 cells, calcium flux, dopamine EC80; inhibition, % at 10 µM; hit rate 2% among 340,000; in the data active means inhibition above about 30%; further: 0% is about no effect
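Antagonism is scored as inhibition of an EC80 dopamine-evoked calcium signal in a force-coupled, tetracycline-inducible HEK293 T-REx D2 line, with compound present 180 s before agonist.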
TRHR enhancer: TRH receptor (human) allosteric enhancement; P34981; enhancement, % at 2 µM; TRHR cells, fluo-8 calcium fluorescence, EC20 TRH enhancement; hit rate 0.66% among 360,000; in the data active means enhancement above about 30%; further: 0% is about no effect
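TRHR-expressing cells loaded with fluo-8 calcium dye were read kinetically (ex 480/em 530) during compound addition, then stimulated with an EC20 of TRH (10 nM final). Enhancement of the Gq-mediated intracellular calcium response was scored.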
D1 ag: agonists of human D1 dopamine receptor; P21728; HEK293 T-REx D1 cells, calcium flux, agonist mode; activation, % at 2 µM; hit rate 1% among 360,000; further: 0% is about no effect
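Tetracycline-induced HEK293 TREx D1 cells, force-coupled to calcium signalling, were dye-loaded with a no-wash calcium kit. Compound was pin-added after a 10 s baseline. Fluorescence was read kinetically at 1 cycle/s for 180 s, with calcium rises flagged as agonism.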
D1 potentiator: potentiators of human D1 dopamine receptor; P21728; HEK293 TREx D1 cells, calcium flux, dopamine EC20 potentiation; potentiation, % at 10 µM; hit rate 0.036% among 360,000; in the data active means potentiation above about 30%; further: 0% is about no effect
D2 PAM: D2 dopamine receptor (human) potentiation; hit rate 0.34% among 340,000; potentiation, % at 10 µM; HEK293 T-REx D2, calcium flux, EC20 dopamine potentiation; P14416;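 active means potentiation over 3 SD above the plate norm, cut at about 30% in these data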; further: 0% is about no effect
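Cells plated with tetracycline inducer and held overnight at 30 C; calcium dye loaded 30–90 min at room temperature; baseline taken, compound added and read 180 s; EC20 dopamine then added and read 180 s.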
D1 antag: blocks dopamine activation of the human D1 receptor; P21728; HEK293 TREx D1 cells, calcium flux, dopamine EC80; stronger effect = lower value; activity change, negative = inhibition, % at 10 µM; hit rate 3.2% among 360,000; AID 504652; in the data active means activity change below about -30%; further: on the % scale 0 is the no-effect control and ±100 the full control effect
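Cells carrying a force-coupled, tetracycline-inducible human D1 receptor report calcium flux. Each well gets a 10 s baseline, compound with 180 s monitoring, then an EC80 dopamine stimulus with a second 180 s kinetic read.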
TRHR agonist: TRH receptor (human) agonism. TRHR cells, calcium flux fluo-8, FDSS agonist mode. hit rate 0.18% among 360,000. AID 493084. P34981. activation, % at 2 µM; further: 0% is about no effect
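TRHR-expressing cells, plated overnight in medium with 10% serum, were loaded with fluo-8 calcium dye at room temperature. After a 10 s baseline, library compound was pin-added and calcium release was recorded kinetically (ex 480/em 530) as agonist response.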
* marks the source's active call; other numbers are inactive results; . = no result given. Unless noted, no stated cut-off is given here; in the data, active means activation above about 30%; inactive means the rest.

1	Nc1ncnc2c1cnn2-c1ccccc1
2	CCN(CC(=O)Nc1c(F)cccc1F)C(=O)c1ccc(COc2ccccc2)o1
3	CN(c1ccc(C(=O)NCc2ccco2)cc1)S(C)(=O)=O
4	CCN(c1ccc(OC)cc1)S(=O)(=O)c1nnc(NC(=O)CC(C)C)s1
5	Cc1ccccc1-c1cc(C(=O)NCc2cccc(C(F)(F)F)c2)nn1CC1CC(c2cccc([N+](=O)[O-])c2)=NO1 (stereo unspecified)
6	Cn1nccc1C(=O)c1ccc(Cl)cc1

| Compound | 1 | 2 | 3 | 4 | 5 | 6 |
| --- | --- | --- | --- | --- | --- | --- |
| D2 ag | 0.6 | 0.2 | 15.8 | 0.2 | 0.7 | 0.2 |
| RXFP1 antagonist | -18.1 | 7.1 | 5.4 | 4.5 | . | 9.5 |
| D2 antagonist | 0.4 | -11.4 | 4.0 | -11.4 | 3.2 | 1.5 |
| TRHR enhancer | 2.8 | -2.1 | -6.3 | -1.9 | 7.9 | -0.2 |
| D1 ag | 0.7 | 2.3 | 2.3 | 0.2 | 2.1 | -0.8 |
| D1 potentiator | -6.3 | 6.7 | -5.1 | -2.0 | -3.0 | -0.6 |
| D2 PAM | 17.5 | 2.0 | -15.1 | -6.5 | -6.7 | 14.4 |
| D1 antag | 8.2 | 0.7 | -3.2 | 4.6 | -18.0 | -9.0 |
| TRHR agonist | -0.4 | 0.0 | 0.8 | -0.6 | 0.1 | -0.5 |

Reprinted from the part before: two compounds; new compounds follow.
5	Cc1ccccc1-c1cc(C(=O)NCc2cccc(C(F)(F)F)c2)nn1CC1CC(c2cccc([N+](=O)[O-])c2)=NO1 (stereo unspecified)
6	Cn1nccc1C(=O)c1ccc(Cl)cc1
7	Cc1cccc(C(=O)Nc2ccc(NC(=O)Cc3ccc(Cl)cc3)cc2)c1
8	COc1ccccc1N1CCN(C(=O)CCS(=O)(=O)c2cc(Br)cc3c2N(C(=O)C2CC2)CC3)CC1
9	CCc1ccccc1NCc1cc(=O)oc2cc(C)ccc12
10	CC(=O)c1c(C)[nH]c(C(=O)N2CC(C)CC(C)C2)c1C (stereo unspecified)
11	COC(=O)c1ccc(COC(=O)Cc2n[nH]c(=O)c3ccccc23)cc1
12	COc1ccc(OC)c(NC(=O)CSc2nc3cccnc3n2C)c1

| Compound | 5 | 6 | 7 | 8 | 9 | 10 | 11 | 12 |
| --- | --- | --- | --- | --- | --- | --- | --- | --- |
| D2 ag | 0.7 | 0.2 | 1.0 | 0.7 | -1.3 | -0.7 | 2.3 | 0.1 |
| RXFP1 antagonist | . | 9.5 | . | -7.9 | -33.9 | -16.8 | 1.2 | -4.9 |
| D2 antagonist | 3.2 | 1.5 | -7.8 | . | -24.0 | -7.9 | -25.0 | 0.0 |
| TRHR enhancer | 7.9 | -0.2 | -2.0 | 8.9 | -7.0 | 6.8 | 3.3 | 2.2 |
| D1 ag | 2.1 | -0.8 | 1.5 | -0.6 | 3.7 | 8.4 | 14.6 | 3.4 |
| D1 potentiator | -3.0 | -0.6 | 0.3 | -0.5 | -1.9 | -6.0 | -10.9 | -4.3 |
| D2 PAM | -6.7 | 14.4 | -1.5 | 11.9 | -2.5 | 5.0 | 20.1 | 10.7 |
| D1 antag | -18.0 | -9.0 | 15.3 | -6.4 | -0.1 | -2.6 | -0.9 | -17.1 |
| TRHR agonist | 0.1 | -0.5 | 0.6 | -1.5 | -0.7 | -0.5 | -0.6 | -0.5 |

13	CSc1nc(N)c2c(n1)OC(N)=C(C#N)C2c1cccnc1 (stereo unspecified)
14	CC(NC(=O)c1ccc(CS(=O)(=O)c2ccc(Cl)cc2)o1)c1ccc2c(c1)OCCO2 (stereo unspecified)
15	CC1=NN(c2nc(-c3ccccc3)cs2)C(=O)C1
16	Cc1c(C(=O)NCc2ccccn2)sc2nc(-c3ccc(F)cc3)cn12
17	Cc1c(NC(=O)c2cccc3c(Cl)cccc23)cccc1-c1nc2ccccc2o1
18	CCCc1c(C)c2cc(C)ccc2[nH]c1=O

| Compound | 13 | 14 | 15 | 16 | 17 | 18 |
| --- | --- | --- | --- | --- | --- | --- |
| D2 ag | 9.4 | -0.5 | -0.2 | 2.5 | -0.1 | -0.1 |
| RXFP1 antagonist | 2.9 | -8.7 | -3.8 | -6.1 | -2.2 | 2.3 |
| D2 antagonist | -8.8 | -19.6 | -4.3 | -14.3 | . | -1.8 |
| TRHR enhancer | -0.3 | -13.5 | -20.8 | -7.0 | 2.9 | 4.8 |
| D1 ag | 2.6 | 1.0 | -2.0 | 3.8 | -1.2 | 3.7 |
| D1 potentiator | -7.5 | -1.1 | 3.2 | -8.8 | -4.8 | -8.2 |
| D2 PAM | -2.7 | -5.0 | 3.8 | . | -5.9 | 0.8 |
| D1 antag | 11.5 | -4.7 | 3.5 | -26.6 | 8.2 | -3.5 |
| TRHR agonist | 0.0 | -0.7 | -0.2 | -1.6 | 2.1 | -2.3 |

19	O=C(COc1ccc(-n2cnnn2)cc1)Nc1cc(Cl)cc(Cl)c1
20	O=C(CCc1ccccc1)NNC(=S)Nc1ccc(F)cc1
21	CC1=C(C(=O)OCC2CCCCC2)C(c2cccc(O)c2)NC(=O)N1 (stereo unspecified)
22	Cc1ccc(S(=O)(=O)C2CCOC2=O)cc1 (stereo unspecified)
23	O=C(c1ccccc1)c1ccc2nc(-c3ccco3)c(-c3ccco3)nc2c1
24	CCOc1ccc2oc(=O)cc(CN3CCN(c4ccc(OC)cc4)CC3)c2c1

| Compound | 19 | 20 | 21 | 22 | 23 | 24 |
| --- | --- | --- | --- | --- | --- | --- |
| D2 ag | -0.4 | 0.2 | 1.2 | 0.4 | -1.2 | 1.2 |
| RXFP1 antagonist | -1.0 | -15.9 | . | 7.5 | -90.4* | -1.7 |
| D2 antagonist | -18.5 | -14.0 | -2.9 | 11.7 | -5.1 | . |
| TRHR enhancer | -1.8 | -4.1 | -0.1 | 3.1 | 1.2 | 1.8 |
| D1 ag | 10.9 | 0.2 | 2.1 | 4.5 | 6.7 | 5.9 |
| D1 potentiator | -4.3 | -4.2 | 6.4 | -2.6 | 1.0 | -0.1 |
| D2 PAM | -10.3 | -19.7 | -3.7 | 13.6 | 1.7 | -1.6 |
| D1 antag | -2.0 | 2.9 | 5.5 | -5.7 | -10.9 | -16.1 |
| TRHR agonist | -0.5 | 0.1 | 0.5 | -0.2 | -0.3 | -0.1 |

25	CCCCOc1ccc(C(=O)Nc2ccncc2)cc1
26	CCc1ccccc1NC(=O)CN(C)C(=O)Cn1cc(C(F)(F)F)cc(Cl)c1=O
27	CN(CC(=O)Nc1ccc(S(=O)(=O)N2CCCC2)cc1)Cc1ccc(Cl)cc1Cl
28	Cc1cccc(C)c1NC(=O)COc1cccc(/C=N/NC(=O)C(=O)NCc2ccccc2)c1

| Compound | 25 | 26 | 27 | 28 |
| --- | --- | --- | --- | --- |
| D2 ag | 1.0 | . | 0.3 | 0.6 |
| RXFP1 antagonist | -8.0 | 11.6 | -2.7 | 10.5 |
| D2 antagonist | 4.3 | . | 11.7 | -9.6 |
| TRHR enhancer | 3.1 | 0.5 | -1.4 | 1.6 |
| D1 ag | 18.0 | 2.4 | 4.3 | 2.9 |
| D1 potentiator | -5.0 | -2.7 | 0.2 | -2.6 |
| D2 PAM | . | . | 5.6 | 4.7 |
| D1 antag | -16.4 | -4.9 | 17.6 | 4.3 |
| TRHR agonist | -1.4 | 1.2 | 0.9 | 0.9 |

Another view of some results above:
Each structure is followed by: D2 ag	RXFP1 antagonist	D2 antagonist	TRHR enhancer	D1 ag	D1 potentiator	D2 PAM	D1 antag	TRHR agonist
18: CCCc1c(C)c2cc(C)ccc2[nH]c1=O
→ -0.1	2.3	-1.8	4.8	3.7	-8.2	0.8	-3.5	-2.3
19: O=C(COc1ccc(-n2cnnn2)cc1)Nc1cc(Cl)cc(Cl)c1
→ -0.4	-1.0	-18.5	-1.8	10.9	-4.3	-10.3	-2.0	-0.5
20: O=C(CCc1ccccc1)NNC(=S)Nc1ccc(F)cc1
→ 0.2	-15.9	-14.0	-4.1	0.2	-4.2	-19.7	2.9	0.1
21: CC1=C(C(=O)OCC2CCCCC2)C(c2cccc(O)c2)NC(=O)N1 (stereo unspecified)
→ 1.2	.	-2.9	-0.1	2.1	6.4	-3.7	5.5	0.5
22: Cc1ccc(S(=O)(=O)C2CCOC2=O)cc1 (stereo unspecified)
→ 0.4	7.5	11.7	3.1	4.5	-2.6	13.6	-5.7	-0.2
23: O=C(c1ccccc1)c1ccc2nc(-c3ccco3)c(-c3ccco3)nc2c1
→ -1.2	-90.4*	-5.1	1.2	6.7	1.0	1.7	-10.9	-0.3
24: CCOc1ccc2oc(=O)cc(CN3CCN(c4ccc(OC)cc4)CC3)c2c1
→ 1.2	-1.7	.	1.8	5.9	-0.1	-1.6	-16.1	-0.1
25: CCCCOc1ccc(C(=O)Nc2ccncc2)cc1
→ 1.0	-8.0	4.3	3.1	18.0	-5.0	.	-16.4	-1.4

Not a hit list; 7.3% or so of the library scored in one or more.
